# SENP8 block: blocks human SENP8 cleavage of Nedd8 substrate. Q96LD8. recombinant SENP8, Nedd8 substrate fluorescence. inhibition, % at 20 µM. 0.64% of 360,000 active. AID 602440; in the data active = inhibition mostly above about 40%, no sharp cut-off; inactive = mostly below about 27%
# Target sequence (Q96LD8 whole entry, looked up): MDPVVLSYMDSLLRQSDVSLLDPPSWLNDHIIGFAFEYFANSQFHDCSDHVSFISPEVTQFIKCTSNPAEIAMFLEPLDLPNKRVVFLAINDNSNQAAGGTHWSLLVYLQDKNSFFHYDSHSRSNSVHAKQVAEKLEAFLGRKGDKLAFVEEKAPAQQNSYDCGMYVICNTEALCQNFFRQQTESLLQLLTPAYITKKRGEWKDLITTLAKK
# SENP1 inh: inhibitors of human SENP1 SUMO protease catalytic domain | Q9P0U3 | recombinant SENP1 catalytic domain, CyPet-SUMO1-YPet FRET cleavage | inhibition, % at 10 µM | 0.21% of 360,000 active;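 active = inhibition at least 30% at 10 µM, raw YFP signal under a set limit, fluorescence ratio 0.5 to 1.5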;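 also: 0% = enzyme with DMSO and 100% = no enzyme wells; some results filed as inactive read as strong as hits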
# Target sequence (Q9P0U3 419-644 limits assumed): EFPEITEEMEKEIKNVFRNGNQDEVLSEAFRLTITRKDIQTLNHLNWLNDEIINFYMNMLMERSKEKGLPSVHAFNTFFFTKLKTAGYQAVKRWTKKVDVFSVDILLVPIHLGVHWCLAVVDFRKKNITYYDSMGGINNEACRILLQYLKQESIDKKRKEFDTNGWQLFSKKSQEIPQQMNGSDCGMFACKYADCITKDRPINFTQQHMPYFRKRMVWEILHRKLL
#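 Compound: 10 µM single point, 0.5% DMSO; Test system: hSENP1 catalytic domain, recombinant; Timing: 50 min reaction at room temperature; Technique: FRET, CFP and YFP emission; Control set: no-enzyme wells low, DMSO-plus-enzyme wells high control.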
# GRIN3A LBD mod: modulators (binders) of human NR3A ligand-binding domain; AID 1259313; NR3A LBD differential scanning fluorimetry, Tm shift; 0% = protein alone, 100% = glycine-bound protein; Tm shift relative to glycine control, % at 25 µM; 2.5% of 340,000 active;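 active = melting temperature shift of at least 10% of the positive control shift, at one fixed dose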
# MPTP block: blocks calcium-induced mitochondrial swelling; isolated mouse mitochondria, Ca2+ swelling absorbance, 30 min; inhibition, % at 10 µM; 1.4% of 360,000 active; AID 602449;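 active = inhibition of 50% or more, scaled per plate between neutral and stimulator controls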;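 also: 0% = DMSO wells given calcium and 100% = 1 mM EGTA wells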
# PfGluPho inh: PfG6PD (Plasmodium falciparum) enzyme inhibition. PfGluPho enzyme, NADPH resazurin-diaphorase fluorescence. inhibition, % at 20 µM. 0.78% of 350,000 active. AID 504690;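 active = inhibition reaching at least a set limit at 20 µM in the primary screen, cut at about 59% in these data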;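 also: 0% = DMSO wells with substrate and 100% = DMSO wells lacking glucose-6-phosphate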
# SENP6 block: inhibitors of human SENP6 protease; AID 2599; Q9GZR1; inhibition, % at 10 µM; Recombinant SENP6 catalytic domain, aminoluciferin luminescence; 1.8% of 330,000 active;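 active = inhibition above about 50% at the single tested dose, limit read from the data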;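 also: plate controls were DMSO wells with enzyme for no effect and DMSO wells lacking enzyme for full effect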
# Target sequence (Q9GZR1 628-1112 limits assumed): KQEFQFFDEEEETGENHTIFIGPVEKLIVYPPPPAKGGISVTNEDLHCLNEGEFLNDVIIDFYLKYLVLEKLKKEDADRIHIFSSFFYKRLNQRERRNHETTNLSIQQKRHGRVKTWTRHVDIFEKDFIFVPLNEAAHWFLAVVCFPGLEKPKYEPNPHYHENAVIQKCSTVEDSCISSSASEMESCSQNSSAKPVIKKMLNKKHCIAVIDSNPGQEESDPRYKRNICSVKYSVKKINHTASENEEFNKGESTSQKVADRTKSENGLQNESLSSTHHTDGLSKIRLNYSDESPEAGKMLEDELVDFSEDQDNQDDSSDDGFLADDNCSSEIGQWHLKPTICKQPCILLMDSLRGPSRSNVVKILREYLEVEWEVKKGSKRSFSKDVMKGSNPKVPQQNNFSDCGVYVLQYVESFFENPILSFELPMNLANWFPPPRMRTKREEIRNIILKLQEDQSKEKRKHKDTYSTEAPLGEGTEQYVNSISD
# hIAP activ: increases human intestinal alkaline phosphatase activity; 0.16% of 330,000 active; purified human IAP, CDP-Star luminescence, 30 min; active compounds read high; 1 = vehicle-only enzyme, 0 = enzyme-free background; activation factor at 10 µM; P09923;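 active = activation factor of the enzyme at least 2-fold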; also: the source names both 10 and 20 µM as test concentration; values of inactives mirror those of a sister screen read the other way
# ATG4B inh: blocks human ATG4B protease cleavage of LC3 substrate | 0.51% of 340,000 active | ATG4B cleavage of LC3-PLA2, NBD-HPC fluorescence, 1 h | inhibition, % at 8.33 µM | Q9Y4P1; in the data active = inhibition above about 40%
# Starred values were filed as active, the others as inactive; · = no result given.
SMILES,SENP8 block,SENP1 inh,GRIN3A LBD mod,MPTP block,PfGluPho inh,SENP6 block,hIAP activ,ATG4B inh
CCN(CC)C(=O)Cn1cc(C(=O)C(=O)N2CCCc3ccccc32)c2ccccc21,5,1,0,2.9,-10,-11,0.9,15
Cc1ccc(Cl)cc1NC(=O)COC(=O)CC1CC2CCC1C2 (configuration not stated),20,0,-12,0.9,-3,-16,1.1,7
CCNc1nc(NCc2ccccc2)nc(Oc2ccc(=O)[nH]n2)n1,24,-4,-2,-0.3,3,-3,0.95,-5
C=C1c2cc(C)ccc2NC(=O)N1c1ccc(C)cc1,-30,-18,-8,-0.7,-4,-1,0.82,0
S=C(Nc1ccc(Br)cc1)N1CCN(C2CCCCC2)CC1,10,3,2,0.3,15,-6,1.2,3
Cc1ccc(Cn2c(Sc3nnc(C)s3)nc3c2c(=O)[nH]c(=O)n3C)cc1,4,-1,-7,-1.3,-20,-33,1.3,6
COc1ccc(/C=N/NC(=O)c2cccc([N+](=O)[O-])c2)cc1OS(=O)(=O)c1ccccc1,20,1,-6,2.9,-23,-20,0.99,-20
CCOc1c(Cl)cc(/C=N/NC(N)=S)cc1OC,5,0,-3,1.5,13,2,0.96,-6
CN1CCN(C(=O)CN2C(=O)COc3ccc(S(=O)(=O)N4CCOCC4)cc32)CC1,2,1,1,-2.6,11,7,0.83,1
Cc1ccc(/C=N/N(C)C2=NS(=O)(=O)c3ccccc32)cc1,-73,-5,1,0.7,1,-8,1.2,1
COc1ccc(OCCOc2ccccc2[N+](=O)[O-])cc1,15,1,2,-0.4,27,3,1.1,-11
CC(C)Nc1nnc(SC(C)C(=O)Nc2ccc(Cl)cn2)s1 (configuration not stated),4,2,0,-1.5,-5,2,1,1
O=C(CN1CCC(Cc2ccccc2)CC1)NC(=O)NCc1ccccc1,-1,-2,-5,0.8,4,1,0.99,8
Clc1ccc2nc(-c3ccncc3)cc(-c3ccccc3)c2c1,4,0,24*,-0.6,-3,-14,0.95,7
Cc1ccsc1C(=O)OCC(=O)Nc1ccc(Cl)cc1C(F)(F)F,20,-2,0,-0.3,-2,23,0.97,-10
N#Cc1cccc2cnccc12,21,1,-3,-3.9,3,-6,1,1
CCNc1ccccc(-c2ccc3ccccc3n2)c1=O,-4,-47,-4,21,-5,-19,0.83,9
COc1cccc(-c2csc(NC(=O)Nc3ccccc3)n2)c1,9,3,32*,11,17,-4,0.88,-1
CC1CCCC(NC(=O)COC(=O)CCC(=O)c2ccc(F)cc2)C1C (configuration not stated),11,3,-1,-0.7,13,5,1.2,-10
Cc1ccccc1NC(NC(=O)c1cccnc1)C(Cl)(Cl)Cl (configuration not stated),10,0,-2,-7.6,10,-9,0.88,-6
NC(=O)CC(NC(=O)c1ccc(Cl)cc1)C(=O)NCCc1ccc(S(N)(=O)=O)cc1 (configuration not stated),6,4,-3,-0.8,10,-5,0.94,0
CC(OC(=O)c1ccc2ncsc2c1)C(=O)N(C)C1CCCCC1 (configuration not stated),0,-7,4,-1.7,-7,-6,1.1,-12
Cc1ccc(C)c(S(=O)(=O)Nc2ccc3sc(C)nc3c2)c1,14,-1,-5,-0.2,38,10,1,-23
CC(=O)c1c(COC(=O)c2ccc(Cl)cc2)nc2ccccc2[n+]1[O-],18,4,1,1.3,1,-15,1.4,-4
CCOC(=O)c1sc2nc(NC(=O)COc3ccccc3)sc2c1C,-411,-10,3,-0.4,-10,-21,1,1

# Part of the list above in order of count of non-hydrogen atoms, highest first:
SMILES,SENP8 block,SENP1 inh,GRIN3A LBD mod,MPTP block,PfGluPho inh,SENP6 block,hIAP activ,ATG4B inh
CC(OC(=O)c1ccc2ncsc2c1)C(=O)N(C)C1CCCCC1 (configuration not stated),0,-7,4,-1.7,-7,-6,1.1,-12
COc1cccc(-c2csc(NC(=O)Nc3ccccc3)n2)c1,9,3,32*,11,17,-4,0.88,-1
CCNc1ccccc(-c2ccc3ccccc3n2)c1=O,-4,-47,-4,21,-5,-19,0.83,9
N#Cc1cccc2cnccc12,21,1,-3,-3.9,3,-6,1,1

# (listing goes on)
SMILES,SENP8 block,SENP1 inh,GRIN3A LBD mod,MPTP block,PfGluPho inh,SENP6 block,hIAP activ,ATG4B inh
COc1ccc(C)cc1S(=O)(=O)NCCc1ccccc1,11,0,3,-0.1,-1,-4,1.1,-6
Cc1cc2c(c(=O)o1)C1(C(=O)N(CC(=O)O)c3ccccc31)C(C#N)=C(N)O2 (configuration not stated),-23,-108,-4,-0.5,-11,1,1.1,-7
Cc1ccc(OCc2n[nH]c(=S)n2-c2ccccc2)cc1,9,2,-1,1.6,35,3,1.1,-13
Cc1cc(=O)[nH]c(SCC(=O)N2CCC(Cc3ccccc3)CC2)n1,17,0,0,-2.5,0,6,1.2,-5
Cc1ccccc1OCCC(=O)N1CCN(S(=O)(=O)c2ccccc2F)CC1,5,1,-1,-1.2,2,-22,1.2,-7
Cn1nnnc1SCC(=O)NCCCc1ccccc1,9,2,-1,-1.1,-9,-9,1,-7
CN(C)C(=O)Cn1c(=O)n(S(=O)(=O)c2ccccc2)c2ccccc21,7,0,-2,-0.5,-4,13,0.98,5
CCOC(=O)c1cc2c(ccn2C)n1Cc1ccc(Cl)cc1,4,-6,-1,0.7,1,4,1,-2
Cc1cc(=O)[nH]c(-c2cccnc2)n1,2,0,-1,-2.5,14,-8,0.9,-6
O=C(Nc1nnc(Cc2ccc(Cl)cc2)s1)c1cccs1,-3,-12,12*,4.1,-8,-1,0.88,-12
O=C(CC1Nc2ccccc2NC1=O)Nc1ccc2c(c1)OCO2 (configuration not stated),-10,-47,-10,2.1,-4,-11,1.1,-6
Cc1ccc(OCCC(=O)NNC(=O)c2ccncc2)cc1,19,3,·,-0.4,3,·,·,·
CCOc1cc(-n2cnnn2)c(OCC)cc1NC(=O)c1cnccn1,-111,-8,0,-2.7,-2,-5,1,-3
CC(=O)c1c(C)n(-c2ccccc2Br)c2ccc(O)cc12,8,0,-1,-0.1,21,3,1.2,-5
O=C(CN1C(=O)c2ccccc2C1=O)Nc1nnc(C2CCCO2)s1 (configuration not stated),11,3,0,-0.8,-21,-2,1.1,6
CCOC(NC(=O)c1ccccc1)C(NC(=O)c1ccccc1)OCC (configuration not stated),23,1,1,0.8,3,11,0.95,-6
O=C(COc1ccc(Cl)cc1)NCCCNC(=O)c1ccccn1,21,0,0,-0.9,-11,13,1.3,-8
CCCc1cc(=O)[nH]c2nnc(SCC(=O)Nc3ccc4c(c3)OCCO4)n12,-4,1,-3,1.4,-21,-8,1,9
O=C(Nc1nnc(-c2cccs2)o1)c1ccc(S(=O)(=O)N2CCOCC2)cc1,11,3,-4,-1.1,-6,-5,0.76,-17
CC(O)Cc1cn(CC(=O)N2CCN(C(=O)OC(C)(C)C)CC2)nn1 (configuration not stated),13,3,0,-0.6,1,-1,0.87,-14
COc1cccc(NS(=O)(=O)c2ccc3c(c2)CCCN3C(C)=O)c1,13,2,0,0.1,3,-6,0.95,-3
COc1ccc(N2CCN(C(=O)COC(=O)CCOc3ccc(C(C)(C)C)cc3)CC2)cc1,1,1,1,-0.4,-10,-7,0.99,5
COc1ccc(-c2nnc(SCC(=O)NC3CC3)o2)c(OC)c1,-3,3,3,-0.4,2,-11,1.2,-5
CCOc1ccc(-c2cc(C(=O)NCCCN3CCCC3)c3ccccc3n2)cc1,-330,-7,-1,3.9,14,5,0.78,0
CCOC(=O)c1ccc(N2CN(CC)CNC2=S)cc1,3,2,0,-0.2,-8,-11,0.79,11

# Just hIAP activ, for some of the entries so far:
compound	hIAP activ
CCNc1nc(NCc2ccccc2)nc(Oc2ccc(=O)[nH]n2)n1	0.95
C=C1c2cc(C)ccc2NC(=O)N1c1ccc(C)cc1	0.82

# Following part
SMILES,SENP8 block,SENP1 inh,GRIN3A LBD mod,MPTP block,PfGluPho inh,SENP6 block,hIAP activ,ATG4B inh
O=C(O)c1cccc(S(=O)(=O)N(Cc2ccccc2)c2ccccc2Cl)c1,0,0,1,-0.7,-31,·,·,-5
CC(C)c1cc(C(=O)NC2CCCCCC2)c2ccccc2n1,11,-1,·,-0.5,-12,·,·,·
CCSc1nnc(NC(=O)CSc2nnc(-c3c[nH]c4ccccc34)n2C)s1,8,1,-6,-0.8,-26,-10,1,9
O=C(NCc1cccc(F)c1)C1CCC(=O)N(C2CCCC2)C1 (configuration not stated),9,0,1,0.8,8,2,1.1,2
C[C@@H]1NC(=O)c2cc([N+](=O)[O-])cc(F)c2NCCC[C@@H](C(N)=O)NC(=O)[C@H](CC(N)=O)NC1=O,14,-1,2,0.2,0,0,1,-9
CCOC(=O)Cc1c[nH]c2ccc([N+](=O)[O-])cc12,14,3,-2,0.8,8,·,·,-1
COC(=O)c1cc(-c2ccc(OC)c(OC)c2)n[nH]1,17,2,-2,0.7,-11,-11,1.2,-15
CCOC(=O)C(NC(=O)c1ccc(OC)cc1)(OCC1(CC)COC1)C(F)(F)F (configuration not stated),15,0,1,-1.0,-21,6,1.1,-5
COc1ccc2[nH]c(C)c(CN3CCCCC3)c(=O)c2c1,-194,-1,0,0.6,2,-8,1.1,3
COC(=O)[C@@H]1CC[C@@](C)(c2ccc(OC)cc2)C1(C)C,12,-2,0,0.0,-9,-9,0.92,-2
COc1ccc(/C=C(\NC(=O)c2ccco2)C(=O)Nc2ccc(C(C)=O)cc2)cc1,-30,0,1,-1.4,-6,0,1.1,9
Cc1nc2ccccc2c(=O)n1/N=C/c1cccs1,10,-1,-3,-0.4,-6,3,1.1,-2
Cc1ccc(C(=O)N2CCC(N3CCC(C(=O)N4CCOCC4)CC3)CC2)cc1C,-4,-14,3,-0.3,2,-5,1.3,-1
CC1CN(Cc2cc(=O)oc3cc(O)c(Cl)cc23)CC(C)O1 (configuration not stated),-335,-23,-1,-1.9,12,-10,0.97,-5
CSc1ccc(CCNC(=O)C2CCN(c3nnc(-n4cccc4)s3)CC2)cc1,18,-1,3,-0.9,-3,-6,1.1,6
CC[C@]12C(=O)N(C)C[C@H]([C@@H]3C(=O)N(C)C(=O)[C@@H]31)N2C(=O)c1ccc(Cl)cc1,0,-5,6,-2.0,8,·,·,-8
COc1ccc(-n2c(O)c(/C=C3\C=Nc4ccccc43)c(=O)[nH]c2=O)cc1,7,7,0,1.4,-1,4,0.81,3
COc1ccc(C2(C)NC(=O)N(CC(=O)Nc3ccc4[nH]c(=O)[nH]c4c3)C2=O)cc1 (configuration not stated),3,-69,0,0.5,-1,9,1,9
Cc1c2cc[n+](CCN3CCCCC3)cc2c(C)c2c1[nH]c1ccc(O)cc12,12,-10,1,2.4,87*,·,·,-6
COC(=O)N/N=C/c1cc(Br)ccc1O,-27,-17,1,0.0,-28,-7,1.4,4
O[C@@H]1CN(Cc2cccs2)[C@@H](c2ccccc2)C[C@H]1n1cc(-c2ccc(F)cc2)nn1,18,4,·,-1.3,1,·,·,·
Cc1cc(C)c(C)c(S(=O)(=O)NCCCN2CCCC2=O)c1C,-1,4,0,-0.6,-6,4,1.1,0
CCOCc1cnc(C)nc1NCC(=O)c1c(C)[nH]c2cc(C)ccc12,8,1,1,-0.9,-8,8,0.91,-2
c1ccc(CNc2ccccn2)cc1,3,0,-1,0.2,-13,-17,0.85,7
Cc1nc2sc(C(c3ccccc3)N3CC(C)OC(C)C3)c(O)n2n1 (configuration not stated),7,-1,0,-1.2,-5,-2,1.2,-15
CCN(CC)C(=O)C1CCN(Cc2ccc(OCc3ccccc3)c(OC)c2)CC1,15,1,2,1.1,7,5,1.1,-2
C/C(=C\C(=O)C(F)(F)F)Nc1cc(C)cc(C)c1,13,3,0,-0.8,14,-25,1,-13
COc1cc(C)nc(N(Cc2ccccc2)S(=O)(=O)c2ccc(C)cc2)n1,6,2,-2,3.7,12,-8,0.86,1
COc1ccc(N2CCN(Cc3cc(=O)c(OCC(=O)Nc4ccccc4)co3)CC2)cc1,28,5,2,-0.3,1,-3,1.1,-5

# Screens (PubChem)

# Hits appear at their usual frequency; 6.7% or so of the library scored in one or more.
